Screening data (PubChem)
A549 tox: A549 cytotoxicity, counter-screen for Nrf2 inhibitors; A549 ARE-Fluc cells, CellTiter-Fluor viability, 18-24 h; Potency, µM (doses to about 46 µM), inactives show top-dose activity change, negative = cytotoxicity, actives largely listed as inhibitors; actives 0.16% (n = 390,000); AID 504648; note: potency is the fitted concentration of half-maximal effect; % is set by controls: 0 for no effect and ±100 for the full control effect
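A549 ARE_Fluc cells in 5% FBS OPTI-MEM were exposed to compounds in concentration-response for 18-24 h at 37 deg C. Viability was read by CellTiter-Fluor fluorescence (Ex 405/Em 525) after 30 min, before the luciferase read.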
Nrf2 inh: blocks Nrf2 signaling; A549 ARE-Fluc reporter, luciferase luminescence, 18-24 h; actives 2.1% (n = 360,000); Potency, µM (highest dose often 46 µM), without a hit: at the top dose activity change, negative = inhibition, most hits filed as inhibitors; AID 504444; note: potency is the fitted concentration of half-maximal effect; % is set by controls: 0 for no effect and ±100 for the full control effect; nearly all actives have a fitted effect of over 60% in size
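Reporter: ARE-Fluc in A549. Exposure: 18-24 h, 37 °C, 5% CO2, 5% FBS OPTI-MEM. Readouts: fluorescent cytotoxicity (CellTiter-Fluor), then luminescent Nrf2 signal after BugLite.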
ATXN viability: viability counter-screen for ATXN expression inhibitors | S2 cells (HEK-293 line with an ATXN2-luciferase reporter) viability, CellTiter-Fluor protease fluorescence, 24 h | Potency, µM (highest dose often 56.7 µM), hits mostly cytotoxic | actives 0.49% (n = 400,000); note: potency is the fitted concentration of half-maximal effect; nearly all actives have a fitted effect of over 40% in size
EPAC2 agonist: activates human EPAC2 exchange factor. Q8WZA2. EPAC2 activation, biochemical qHTS; response scale: 100% = 6.5 mM cAMP response. Potency, µM (doses to about 154 µM), for the others: at the top dose activation, actives largely listed as activators. actives 0.079% (n = 360,000); note: potency is the fitted concentration of half-maximal effect; nearly all actives have a fitted effect of over 50% in size
Target sequence (Q8WZA2 whole entry, looked up): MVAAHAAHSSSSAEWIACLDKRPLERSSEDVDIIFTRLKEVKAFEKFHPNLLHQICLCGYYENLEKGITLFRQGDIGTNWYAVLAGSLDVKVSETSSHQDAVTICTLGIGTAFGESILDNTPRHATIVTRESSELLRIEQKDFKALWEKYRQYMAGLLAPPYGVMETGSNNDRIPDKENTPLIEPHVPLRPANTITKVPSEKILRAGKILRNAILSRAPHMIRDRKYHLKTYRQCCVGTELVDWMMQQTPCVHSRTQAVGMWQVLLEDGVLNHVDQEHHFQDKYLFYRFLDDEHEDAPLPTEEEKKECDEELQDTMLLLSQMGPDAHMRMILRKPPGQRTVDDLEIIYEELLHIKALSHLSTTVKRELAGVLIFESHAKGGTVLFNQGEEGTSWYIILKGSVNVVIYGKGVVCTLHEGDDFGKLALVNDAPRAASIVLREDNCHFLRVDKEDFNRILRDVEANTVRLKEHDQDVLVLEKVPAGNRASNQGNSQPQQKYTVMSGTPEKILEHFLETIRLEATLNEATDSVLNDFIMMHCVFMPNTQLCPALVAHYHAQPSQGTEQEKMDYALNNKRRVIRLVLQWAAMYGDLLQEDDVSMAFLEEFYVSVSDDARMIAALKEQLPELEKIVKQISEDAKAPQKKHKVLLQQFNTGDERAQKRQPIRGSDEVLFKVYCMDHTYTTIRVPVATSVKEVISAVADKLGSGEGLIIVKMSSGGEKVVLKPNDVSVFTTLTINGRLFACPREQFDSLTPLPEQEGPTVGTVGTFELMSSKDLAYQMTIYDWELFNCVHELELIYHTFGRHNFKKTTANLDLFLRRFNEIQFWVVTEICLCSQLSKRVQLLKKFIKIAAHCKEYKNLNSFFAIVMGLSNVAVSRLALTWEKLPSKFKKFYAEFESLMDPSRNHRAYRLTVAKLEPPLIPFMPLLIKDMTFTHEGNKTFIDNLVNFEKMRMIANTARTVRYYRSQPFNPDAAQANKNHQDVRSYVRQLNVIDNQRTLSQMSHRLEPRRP
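Setup: EPAC2 100 nM, labeled Rap1B complex 250 nM, free GDP 50 uM. Compound titrations pinned in, brief spin, 5 min room temperature incubation. Kinetic fluorescence read over 30 min, normalized to 6.5 mM cAMP.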
IL-2 act: IL-2 activation; IL-2 activation reporter assay, cell-based qHTS; stimulated with anti-CD3/CD4/CD28 beads; in transgenic mouse T cells; activation, % (series mostly up to about 46 µM); actives 0.065% (n = 360,000); in the data active = activation above about 50%; inconclusive = mostly about 30% to 49%; note: 0% is about no effect
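Quantitative HTS in unstimulated transgenic mouse T cells, with memory T cells as non-tolerant control and PMA/ionomycin as tolerance-bypass control. Compound pretreatment lasted 60 minutes before 18 h bead stimulation; EGFP/DsRed fluorescence read.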
TGFb inhibitor: inhibitors of TGF-b signaling; HepG2 CAGA-GFP TGF-b/SMAD3 reporter, GFP fluorescence, 18 h; TGF-beta stimulated, 500 pg/mL final; actives 1.2% (n = 410,000); Potency, µM (highest dose often 46.1 µM), without a hit: at the highest dose activity, negative = inhibition, usual class: inhibitors; note: potency is the fitted concentration of half-maximal effect; % is set by controls: 0 for no effect and ±100 for the full control effect; nearly all actives have a fitted effect of over 65% in size
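Inhibition of TGF-beta-driven CAGA-GFP reporter expression in HEPG2 cells is measured by cellular GFP fluorescence after 18 h stimulation with 500 pg/mL recombinant TGF-beta in 1% FBS medium at 37 degrees C.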
HepG2 viability: counter-screen for TGF-b inhibitors: cytotoxicity in HepG2 cells. HepG2 CAGA-GFP viability, ATP luminescence, 18 h. Potency, µM (titrated, usually from 46.1 µM), without a hit: at the top dose activity change, negative = cytotoxicity, usual class: cytotoxic. actives 0.76% (n = 410,000). AID 588856; note: potency is the fitted concentration of half-maximal effect; some results filed as inactive show a strong effect at the top dose
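CellTiter-Glo luminescence gave cytotoxicity after 18 hours at 37 degrees C. The cells were HepG2 CAGA-GFP in 1% FBS DMEM, stimulated with 500 pg/mL TGF-beta after compound addition. %Activity was normalised to no-cell wells (complete cell-killing) and DMSO (no toxicity), and curves were fitted and classified.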
Nrf2 ARE act: activators of Nrf2 (ARE) signaling; actives 0.31% (n = 410,000); AREc32 ARE-luciferase reporter (MCF7-derived line), luminescence, 24 h; AID 624171; Potency, µM (doses to about 46.1 µM), for the others: at the top dose activation, usual class: activators; note: potency is the fitted concentration of half-maximal effect; % of control where 0% means no effect; nearly all actives have a fitted effect of over 65% in size
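AREc32 cells carrying an ARE-driven firefly luciferase reporter were seeded at 1000 cells/well in OPTI-MEM with 5% FBS, then exposed to compound for 24 hr at 37 deg C. Luminescence was read with Steady-Glo after 30 min at RT.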
ATXN2 expr inh: reduces ATXN2 reporter expression in HEK-293 cells; Potency, µM (highest dose often 57 µM), for the others: top-dose activity change, negative = inhibition, actives largely listed as inhibitors; AID 1745845; HEK-293 ATXN2-luciferase reporter, luminescence, 24 h; actives 0.72% (n = 360,000); note: potency is the fitted concentration of half-maximal effect; % is set by controls: 0 for no effect and ±100 for the full control effect; nearly all actives have a fitted effect of over 55% in size
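ATXN2-luciferase reporter cells (luciferase flanked by upstream and downstream ATXN2 gene portions) were treated 24 h at 37 °C with compounds at up to 57 uM. SteadyGlo luminescence gave expression; GF-AFC fluorescence gave viability.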
Numbers without * were called inactive; i = inactive; u = inconclusive; x = not tested or not shown; [ ] = remark or other dose. Unless noted, calls come from the whole dose curve; as a rule, active = well fitted curve in the direction sought with a large enough effect; inconclusive = small, poorly fitted or top-dose-only effect, or another doubt; inactive = no such curve, though single readings can be large; an effect the other way counts as inactive or inconclusive.

SMILES	A549 tox	Nrf2 inh	ATXN viability	EPAC2 agonist	IL-2 act	TGFb inhibitor	HepG2 viability	Nrf2 ARE act	ATXN2 expr inh
CCOC(=O)C1CCCN(C(=O)Cn2cnc3c2c(=O)n(C)c(=O)n3C)C1 (stereo not drawn)	-5%	0%	i	-7%	-3.0	-28%	2%	-0.9%	0%
CCOC(=O)c1c(-c2ccccc2)csc1NC(=O)CCN1CCOCC1	12%	4%	i	-6%	-0.3	8%	12%	2.5%[9.22 µM]	6%
CCc1cc2c(NCCC(=O)O)nc(C)nc2s1	12%	u	i	8%	-3.1	0%	-15%	3.8%	1%
CC(C)(C)OC(=O)C[C@@H]1C/C=C\C[C@@H](CC(=O)N(CCO)Cc2ccccc2)C(=O)N[C@@H](c2ccccc2)COC1=O	2%	-12%	i	9%	0.1	15%	-6%	4.8%	-17%
O=C(COc1ccc(F)cc1Cl)NC1CCCCCC1	17%	u	x	0%	3.0	u	-27%	5.4%	x
CCc1ccc(-c2nn(CC(=O)NC3CCCCC3)c3c2cnc2ccc(F)cc23)cc1	-1%	0%	i	x	x	10%	-3%	0.3%	1%
O=P(NC1CCCCC1)(c1ccccc1)c1ccccc1	-2%	4%	i	1%	-0.2	1%	2%	0.0%	0%
COc1ccc(S(=O)(=O)N2CCCCCC2)cc1C(=O)OCc1cccc(OC)c1OC	-8%	u	i	2%	-0.8	-1%	3%	2.4%	-7%
COc1ccc(CC(=O)Nc2ccccc2C(F)(F)F)cc1S(=O)(=O)N1CCOCC1	x	x	i	1%	-1.2	-8%	-11%	0.3%	x
CC(=O)C1=C(O)C(=O)N(CCc2c[nH]c3ccccc23)C1c1ccco1 (stereo not drawn)	-3%	12%	i	-1%	-1.4	6%	2%	-0.3%	-12%
COc1ccc(NC(=O)CCn2cccc2)c(OC)c1	1%	-19%	i	-5%	2.1	8%	-5%	-0.7%	-3%
CCOC(=O)c1[nH]n(-c2ccc(Cl)cc2)c(=O)c1C	3%	8%	i	5%	0.0	-3%	3%	0.1%	-6%
COc1ccc(NC(=S)NCCc2ccccc2)c(C)c1	2%	10%	i	2%	0.2	-10%	-9%	-0.9%	-7%
COc1cc(/C=N/NC(=O)CCn2c3ccccc3c3ccccc32)cc(OC)c1OC	-4%	-2%	i	-10%	-0.3	-1%	-15%	-0.7%	-1%
CCOCCCNC(=S)Nc1ccc2nc3n(c(=O)c2c1)CCCCC3	3%	1%	i	3%	-1.1	-4%	-5%	2.9%	1%
COc1ccccc1-c1nc(C#N)c(N2CCN(c3ccccc3)CC2)o1	1%	-28%	i	-7%	0.2	u	-8%	0.8%	-9%
c1cnc2ccc(C(c3nnnn3C3CCCC3)N3CCSCC3)cc2c1 (stereo not drawn)	-4%	1%	i	5%	0.3	-8%	-6%	-0.1%	-2%
O=C(NC(Cc1c[nH]c2ccccc12)C(=O)N/N=C/c1cccnc1)c1cccs1 (stereo not drawn)	0%	u	i	13%	0.2	1%	-17%	-0.6%	214%[activator]
CCN(CC)C(=O)Oc1ccnc2cc(Cl)ccc12	1%	-1%	i	5%	7.1	-26%	-6%	-0.3%	16%
O=C(c1ccc(Cl)cc1)N1N=C(c2ccccn2)CC1(O)C(F)(F)F (stereo not drawn)	-13%	-18%	u	7%	0.4	u	-56%	1.7%	u
O=S(=O)(Nc1ccc2c(c1)OCO2)c1cccs1	-6%	-16%	i	6%	-2.9	u	-2%	-0.6%	22%
COc1cc(CN2CCSCC2)c([N+](=O)[O-])cc1OC	1%	-5%	i	0%	-0.1	-9%	8%	-0.3%	-7%
CC(C)(C)N(NC(=O)Nc1ccc(F)cc1)C(=O)c1ccccc1	0%	27%	i	u	-4.8	0%	-8%	-1.6%	-23%
CCOc1ccc(NC(=S)NC(C)CCc2ccccc2)cc1 (stereo not drawn)	9%	1%	i	11%	-0.4	-13%	2%	0.5%	-1%
COCCCN1C(=O)c2ccc(C(=O)Nc3ccccc3Cl)cc2C1=O	-6%	2%	i	-4%	-0.2	42%[activator]	3%	0.3%	x
O=S(=O)(c1ccc(NCCOc2ccccc2)nc1)N1CCCC1	1%	2%	i	6%	0.9	1%	4%	-0.3%	13%
NS(=O)(=O)c1ccc(CCNC(=O)COC(=O)C2CCN(c3ccc(C(F)(F)F)cn3)CC2)cc1	-1%	20%	i	7%	-5.0	-4%	-3%	-0.2%	9%
Cc1cccc(N2CCN(Cc3nnc(-c4ccc5c(c4)OCO5)o3)CC2)c1C	2%	1%	i	x	x	6%	3%	0.5%	10%
COc1cccc(-c2nn(-c3ccccc3)cc2C(=O)OCC(=O)Nc2ncc(Cl)cc2Cl)c1	-1%	1%	i	-2%	1.5	17%	-21%	3.6%	0%
CCN(Cc1cc(=O)[nH]c2ccccc12)C(=O)C(C)C	2%	4%	i	11%	1.4	0%	3%	-0.4%	1%
CCOc1ccc(CCNC(=O)c2cccc(C#N)c2)cc1OCC	-6%	u	i	7%	-0.3	1%	-13%	-0.3%	-18%
O=C(c1cc(C2CCCCN2S(=O)(=O)c2ccccc2)on1)N1CCOCC1 (stereo not drawn)	x	x	i	-1%	0.0	15%	1%	-0.6%	11%
CC(C)CN(CCNC(=O)CN1N=C(c2ccc(Cl)cc2)CCC1=O)CC(C)C	-11%	-1%	i	-14%	-0.1	5%	6%	-0.1%	0%
Cc1sc2nc(SCC(=O)NCCOCCO)n(C)c(=O)c2c1C	x	5%	i	9%	-1.5	-16%	-8%	0.2%	-7%
COc1cc(/C=C2/N=C(c3ccccc3)OC2=O)c(F)cc1OCc1ccccc1	1%	u	i	6%	1.7	8%	0%	-0.2%	1%
CSc1cccc(N2C(=O)N(CC(=O)NCc3ccccc3Cl)c3ccccc3S2(=O)=O)c1	2%	x	i	x	x	-22%	-38%	-0.9%	-11%
CCOC1=C2[C@H]([C@H]3C(=O)N(c4ccccc4)C(=O)[C@H]3C1)[C@@H](c1ccccc1)N(S(=O)(=O)c1ccc(C)cc1)[C@H]2c1ccccc1	x	x	i	1%	1.4	0%	6%	-0.3%	34%[activator]
NCc1cn(Cc2ccccc2)nc1-c1ccccc1	4%	u	x	x	x	11%	-3%	x	x
CCSc1nnc(NC(=O)NCC(F)(F)F)s1	-4%	-17%	i	10%	-0.1	11%	-13%	9.1%	3%
COc1ccc(NS(=O)(=O)c2cccc(C(=O)O)c2)cc1S(=O)(=O)N1CCCCC1	7%	-12%	i	8%	0.7	-2%	-15%	-0.8%	x

Compound profiles (already shown). Values in the order: A549 tox, Nrf2 inh, ATXN viability, EPAC2 agonist, IL-2 act, TGFb inhibitor, HepG2 viability, Nrf2 ARE act, ATXN2 expr inh
Shown for `Cc1sc2nc(SCC(=O)NCCOCCO)n(C)c(=O)c2c1C` → x, 5%, i, 9%, -1.5, -16%, -8%, 0.2%, -7%
Shown for `CCOc1ccc(CCNC(=O)c2cccc(C#N)c2)cc1OCC` → -6%, u, i, 7%, -0.3, 1%, -13%, -0.3%, -18%
Shown for `COc1ccc(NS(=O)(=O)c2cccc(C(=O)O)c2)cc1S(=O)(=O)N1CCCCC1` → 7%, -12%, i, 8%, 0.7, -2%, -15%, -0.8%, x

Carrying on.
SMILES	A549 tox	Nrf2 inh	ATXN viability	EPAC2 agonist	IL-2 act	TGFb inhibitor	HepG2 viability	Nrf2 ARE act	ATXN2 expr inh
Cc1ccc(C(=O)Nc2cccnc2)cc1[N+](=O)[O-]	0%	2%	i	4%	-1.4	3%	-2%	-0.1%	3%
COc1ccccc1N1CCN(C2CCN(C(=O)c3cccc(F)c3)CC2)CC1	10%	-11%	i	-5%	-0.7	3%	2%	-0.3%	-13%
CN(C)c1ccc(NC(=O)CN2C3CCCC2CC(NC(=O)c2ccccc2)C3)cc1 (stereo not drawn)	-5%	-6%	i	7%	1.7	-18%	-30%	0.6%	11%
Cc1ccc(CNC(=O)CCc2c(C)nc3c(-c4ccc(F)cc4)c(C)nn3c2C)cc1	-8%	5%	i	x	x	-9%	-1%	-0.2%	-5%
COC(=O)[C@H]1C[C@@H]1[C@H](NS(=O)(=O)c1ccccc1)c1ccccc1	-3%	5%	i	3%	3.2	4%	1%	-1.3%	13%
Cc1cc2cc(C(c3nnnn3C3CCCC3)N(Cc3cccnc3)Cc3ccco3)c(=O)[nH]c2cc1C (stereo not drawn)	u	u	i	-4%	-2.0	u	3%	8.6%	-12%
O=C(CP(=O)(CO)CO)c1ccc(Cl)cc1	0%	5%	i	6%	-1.5	u	-5%	-0.5%	3%
O=C(C[C@@H]1C/C=C\C[C@@H](Cc2ccc(F)cc2)C(=O)OC[C@@H](Cc2c[nH]c3ccccc23)NC1=O)NCCO	-3%	-6%	i	-1%	0.8	0%	-11%	1.8%	5%

In another format: 5 of the compounds above.
Results follow in this order: A549 tox	Nrf2 inh	ATXN viability	EPAC2 agonist	IL-2 act	TGFb inhibitor	HepG2 viability	Nrf2 ARE act	ATXN2 expr inh
> CCc1cc2c(NCCC(=O)O)nc(C)nc2s1
 : 12%	u	i	8%	-3.1	0%	-15%	3.8%	1%
> CC(C)(C)OC(=O)C[C@@H]1C/C=C\C[C@@H](CC(=O)N(CCO)Cc2ccccc2)C(=O)N[C@@H](c2ccccc2)COC1=O
 : 2%	-12%	i	9%	0.1	15%	-6%	4.8%	-17%
> O=C(COc1ccc(F)cc1Cl)NC1CCCCCC1
 : 17%	u	x	0%	3.0	u	-27%	5.4%	x
> CCc1ccc(-c2nn(CC(=O)NC3CCCCC3)c3c2cnc2ccc(F)cc23)cc1
 : -1%	0%	i	x	x	10%	-3%	0.3%	1%
> O=P(NC1CCCCC1)(c1ccccc1)c1ccccc1
 : -2%	4%	i	1%	-0.2	1%	2%	0.0%	0%
